Assay outcomes from PubChem.
p97 inhibitor = blocks human p97 ATPase activity | P55072 | recombinant p97 ATPase, Kinase-Glo ATP luminescence, 3 h | inhibition, % at 8 µM | 0.42% of 220,000 active | AID 1481; in the data active means inhibition above about 15%;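 further: 0% = DMSO vehicle and 100% = wells lacking enzyme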
Target sequence (P55072 whole entry, looked up): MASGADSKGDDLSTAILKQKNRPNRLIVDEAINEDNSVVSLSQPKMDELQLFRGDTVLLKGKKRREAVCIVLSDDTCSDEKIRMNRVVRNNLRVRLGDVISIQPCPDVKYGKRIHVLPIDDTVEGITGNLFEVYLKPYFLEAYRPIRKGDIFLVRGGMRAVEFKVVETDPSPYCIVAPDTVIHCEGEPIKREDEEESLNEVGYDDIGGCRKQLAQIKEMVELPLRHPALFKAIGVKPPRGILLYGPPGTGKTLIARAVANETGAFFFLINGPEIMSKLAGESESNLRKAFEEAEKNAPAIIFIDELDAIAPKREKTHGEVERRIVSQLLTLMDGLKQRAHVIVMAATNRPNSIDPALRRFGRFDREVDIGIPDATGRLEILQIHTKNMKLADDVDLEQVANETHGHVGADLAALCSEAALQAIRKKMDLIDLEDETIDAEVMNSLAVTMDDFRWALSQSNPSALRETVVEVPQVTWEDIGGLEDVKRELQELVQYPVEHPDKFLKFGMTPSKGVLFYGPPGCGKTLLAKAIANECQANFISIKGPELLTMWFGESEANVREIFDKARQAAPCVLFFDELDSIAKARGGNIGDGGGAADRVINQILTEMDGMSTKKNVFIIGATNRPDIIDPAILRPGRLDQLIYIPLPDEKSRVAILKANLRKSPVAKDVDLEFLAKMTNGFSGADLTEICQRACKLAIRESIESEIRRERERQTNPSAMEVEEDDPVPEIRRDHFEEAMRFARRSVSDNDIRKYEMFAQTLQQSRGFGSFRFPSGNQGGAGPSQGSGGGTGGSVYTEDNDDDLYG
Furin inhibitor = inhibitors of human furin; inhibition, % at 30 µM; AID 463115; purified furin, fluorogenic substrate cleavage; 0.061% of 220,000 active; in the data active means inhibition above about 25%; further: inactives centre near -15
FXIa inh 1536 = inhibitors of human coagulation factor XIa. purified FXIa, Boc-Glu-Ala-Arg-AMC fluorogenic substrate. inhibition, % at 5 µM. 0.14% of 220,000 active;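 active means inhibition of at least 40%; inactive means inhibition below 40%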;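 further: fluorescence of freed AMC excited at 355 nm; 0% = enzyme without compound and 100% = no enzyme blank; many of its hits are not listed in these tables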
Wee1 degr inh = human Wee1 degradation inhibition, primary screen. P30291. HeLa Luc-Wee1K328M stability, luciferase luminescence; 100% = proteasome inhibitor MG132 effect. reporter increase, % at 5 µM. 1.2% of 220,000 active;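 active means activation above the mean of all tested compounds plus 3 SD, set per screening run, cut at about 8.8% in these data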;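 further: cells exposed to compound for 20 h before luminescence read; 0% = DMSO alone and 100% = MG132 at 30 µM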
FXIIa inh 1536 = inhibitors of human coagulation factor XIIa; P00748; purified FXIIa, Boc-QGR-AMC fluorogenic substrate, 2 h; inhibition, % at 5 µM; 0.3% of 220,000 active; in the data active means inhibition above about 40%;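 further: 0% = enzyme with no compound and 100% = blank without enzyme; many of its hits are not listed in these tables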
KLK5 inh = kallikrein 5 (human) inhibition | Q9Y337 | recombinant hK5, fluorogenic AMC substrate cleavage | 0.59% of 210,000 active | inhibition, % at 5 µM;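 active means inhibition of 40% or more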;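 further: 0% = enzyme controls without compound and 100% = no-enzyme blanks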
Target sequence (Q9Y337 67-293 limits assumed): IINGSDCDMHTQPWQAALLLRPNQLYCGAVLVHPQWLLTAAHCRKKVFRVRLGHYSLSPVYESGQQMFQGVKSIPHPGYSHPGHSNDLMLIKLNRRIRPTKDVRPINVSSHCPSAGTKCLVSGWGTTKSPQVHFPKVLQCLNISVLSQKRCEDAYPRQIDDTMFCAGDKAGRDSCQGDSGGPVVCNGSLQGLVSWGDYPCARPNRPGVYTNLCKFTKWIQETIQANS
thrombin 1536 = blocks human thrombin protease activity. P00734. alpha-thrombin, Boc-VPR-AMC fluorogenic substrate cleavage. inhibition, % at 5 µM. 0.26% of 220,000 active;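 active means inhibition at or above 40%; inactive means inhibition below 40%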;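 further: 0% = enzyme with no compound and 100% = wells without enzyme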
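System: human alpha-thrombin protein; Compound dosing: one concentration per compound, 5 µM, with 0.2% DMSO; Timing: reaction at room temperature; Technique: AMC fluorescence, 355/460 nm; Controls: enzyme without compound as high, wells lacking enzyme as low.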
PERK inh = inhibitors of human PERK kinase | Q9NZJ5 | CHO PERK-DD fusion, SEAP luminescence translation reporter | inhibition, % at 5.6 µM | 0.17% of 220,000 active;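 active means inhibition above the mean inhibition of all tested compounds plus 3 SD, set separately per screening campaign, cut at about 2.9% in these data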;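 further: PERK kinase domain activated by AP20187 dimerizer at 100 nM; 0% = DMSO with dimerizer and 100% = rapamycin at 8.4 µM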
KCC2 mod = modulates chloride dependent transport by human KCC2 | 2.2% of 190,000 active | B-score of Tl+ flux slope (higher = more flux/activation; lower = inhibition) at 10 µM | KCC2 cells, thallium flux FluoZin-2 fluorescence | AID 1456;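 active means thallium flux slope and its plate-corrected score both differing from the plate sample mean at a set confidence after two filtering rounds, in either direction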;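 further: slope of fluorescence scaled to starting intensity during 10 to 20 s after thallium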
The depositor's hits bear a star; . = no result given; [ ] = another dose, or the depositor's remark. Compounds as they come; about 4.4% have a hit in one of these screens.

SMILES | p97 inhibitor | Furin inhibitor | FXIa inh 1536 | Wee1 degr inh | FXIIa inh 1536 | KLK5 inh | thrombin 1536 | PERK inh | KCC2 mod
COc1ccc(C(=O)Oc2c(CN3CCOCC3)cc(Cl)c3cccnc23)cc1 | -10 | -13 | 5 | 0 | 1 | 2 | -2 | -1.1 | .
Cc1ccc2c(c1)N(CC(=O)NCCc1c[nH]c3ccccc13)C(=O)CO2 | 7 | -27 | -6 | -2 | 6 | -19 | -27 | 0.2 | -0.43
O=C(CNC(=O)c1ccc(Br)o1)NCc1ccc2c(c1)OCO2 | 4 | -22[20 µM] | -4 | 2 | -17 | 1 | -16 | 1.3 | -0.033
C/C(=N/NS(=O)(=O)c1ccc(C)cc1)c1cccc(NC(=O)c2cccc(Cl)c2)c1 | 1 | -18[20 µM] | 1 | 0 | 5 | 7 | -6 | 0.2 | 0.62
COc1ccc(-n2c(SCC(=O)NCC3CCCO3)nc3n[nH]c(C)c3c2=N)cc1 (stereo not drawn) | 1 | -17 | 5 | 2 | 18 | -4 | 5 | 0.8 | 0.17
CC(=O)c1c(C)[nH]c(C(=O)OCC(=O)Nc2sc3c(c2C#N)CCC(C)C3)c1C (stereo not drawn) | 5 | -29 | 0 | -4 | 10 | -1 | -1 | 1.1 | -0.13
Fc1ccc(-c2cn(-c3ccccc3)c3[n+]2CCS3)cc1 | 2 | 2 | -3 | -2 | 1 | -2 | -15 | 0.5 | -0.042
COc1ccccc1CNC(=O)C1CC(c2ccc([N+](=O)[O-])cc2)=NO1 (stereo not drawn) | 3 | -5[20 µM] | 1 | 1 | 5 | . | 0 | -0.4 | 0.48
Cc1nonc1NC(=O)CSc1nc(CCC2CCCC2)nc2ccccc12 | 3 | -32 | 4 | -4 | 11 | 2 | 3 | 1.2 | .
Cc1cc(NC(=O)c2cc(-c3ccc(C)c(C)c3)nc3ccccc23)no1 | -7 | -11 | -8 | 2 | 1 | -6 | -3 | -0.8 | -0.25
COCCN1C(=O)N[C@H](c2cccc(C(F)(F)F)c2)C(C(=O)OC)=C1C | -3 | -16 | 23 | -2 | 30 | -3 | 6 | 0.0 | -0.45
O=C(Cn1nc(-c2ccccc2)ccc1=O)Nc1ccc(N2CCN(C(=O)c3cccs3)CC2)cc1 | -1 | -24 | -1 | 0 | 13 | 5 | -5 | -0.5 | -0.11
O=C(O)CCCC(=O)NCc1c(Cl)cccc1Sc1ccc(Cl)cc1 | 8 | -5 | 1 | 8 | 5 | 3 | 0 | 1.8 | -1.1
FC(F)(F)c1ccc(-c2nnc(-c3ccccn3)c(-c3ccccn3)n2)nc1 | 4 | -4 | -3 | 3 | 0 | -4 | -8 | -0.5 | -0.0052
Cc1cc(C)n2nc(SCC(=O)N(C(C)C)C(C)C)nc2n1 | 4 | -17 | -1 | -2 | -17 | -5 | -4 | -0.1 | 0.074
O=C(c1ccccn1)c1conc1C(=O)c1ccc(Br)cc1 | 2 | -25[20 µM] | -8 | 0 | -2 | -9 | -5 | 2.1 | -0.043
C=CCn1c(SCC(=O)NC23CC4CC(CC(C4)C2)C3)nc(O)cc1=O | 1 | -15 | -5 | 2 | -5 | -37 | -3 | 0.0 | 0.025
Cc1ccccc1CSc1nc2c(c(=O)[nH]1)CCCC2 | -5 | -11[20 µM] | -6 | -1 | -14 | -18 | -9 | -0.9 | .
CC(=O)Nc1ccc(NC(=O)c2cc(C)nn2-c2ccccc2)cc1 | 3 | -12[20 µM] | 4 | 0 | 16 | 0 | 1 | 1.2 | 0.0017
Cn1c(=O)oc2cc(S(=O)(=O)Nc3ccccc3)ccc21 | 7 | -24 | -3 | -4 | 1 | -1 | -6 | 0.4 | -0.61
Cc1noc(C)c1S(=O)(=O)Nc1ccc(C(=O)NCc2ccccc2)cc1 | 6 | -18 | -3 | 1 | 12 | -14 | -1 | 2.6 | -0.085
Cc1cc(C)nc(NC(=O)c2cnc3sccn3c2=O)n1 | 2 | -3 | 4 | -1 | 15 | -2 | 1 | 0.0 | -0.036
Cc1ccc(C(=O)N/C(=C/c2ccco2)C(=O)O)cc1 | 0 | -14 | -11 | -3 | -1 | -4 | 12 | 0.3 | 0.52
COc1ccc(CCNC(=O)c2ccc(CN3CCC(Cc4ccccc4)CC3)cc2)cc1 | 6 | -29 | 0 | 2 | 5 | -6 | -8 | 0.3 | -0.045
Cc1nc2c(Cl)c(C)nn2c2c1CCC2 | 3 | -13 | -3 | -1 | 4 | -1 | -5 | 0.2 | 1.5

The closing three records of the section above lead into the next.
SMILES | p97 inhibitor | Furin inhibitor | FXIa inh 1536 | Wee1 degr inh | FXIIa inh 1536 | KLK5 inh | thrombin 1536 | PERK inh | KCC2 mod
Cc1ccc(C(=O)N/C(=C/c2ccco2)C(=O)O)cc1 | 0 | -14 | -11 | -3 | -1 | -4 | 12 | 0.3 | 0.52
COc1ccc(CCNC(=O)c2ccc(CN3CCC(Cc4ccccc4)CC3)cc2)cc1 | 6 | -29 | 0 | 2 | 5 | -6 | -8 | 0.3 | -0.045
Cc1nc2c(Cl)c(C)nn2c2c1CCC2 | 3 | -13 | -3 | -1 | 4 | -1 | -5 | 0.2 | 1.5
COc1ccc(NC(=O)CN2CCC3(O)CCCCC3C2c2cc(OC)ccc2OC)cc1 (stereo not drawn) | 2 | -25 | -19 | 3 | -17 | 0 | -3 | -0.4 | 0
CC(=O)Nc1cc2c(cc1C(=O)c1ccc(C)cc1)OCCO2 | 3 | -8[20 µM] | -11 | 0 | 7 | -15 | -2 | 0.4 | -1.8
CC(C)CC(=O)N1CCN(Cc2cccc([N+](=O)[O-])c2)CC1 | -4 | -12 | -5 | -2 | 6 | -5 | -16 | 0.1 | -1.4
CC(C)(C)OC(=O)NNC(=O)c1ccc(Cl)cc1 | 3 | -5[20 µM] | 2 | 0 | 10 | 6 | 2 | -0.4 | .
CCOCC(=O)N1CCN(c2ccc(F)cc2)CC1 | -6 | -11[20 µM] | 0 | -3 | -8 | -12 | -10 | -0.1 | -1.2
FC(F)(F)c1cnc(-c2cnc(-c3ccccn3)nc2)c(Cl)c1 | -7 | -16 | -4 | 2 | 8 | 1 | -11 | 0.0 | -0.26
Cc1cccc(CN2C(=O)CCSc3ccc(Cl)cc32)c1 | -3 | -14[20 µM] | 2 | 0 | 4 | 6 | 3 | 0.6 | .
Oc1cnn(-c2ccccc2)c1 | -2 | -10 | 0 | -2 | 14 | 4 | 1 | -0.5 | 0.035
CCc1ccc(C(=O)CSc2nc3cc(S(=O)(=O)N4CCOCC4)ccc3n2CC)cc1 | 3 | -23 | 6 | -1 | 6 | -6 | -8 | -0.6 | -0.11
COc1ccc(/C=C(/NC(=O)c2cccc([N+](=O)[O-])c2)C(=O)O)cc1OC | 2 | -22 | 0 | 3 | 7 | -3 | 6 | 2.3 | 0.25
CC1CCCCN1C(=O)Nc1cccc(Cl)c1 (stereo not drawn) | 5 | -11 | 3 | -1 | 9 | -16 | -4 | 1.3 | .
CC(/C=C/c1ccccc1)=N\Nc1nc(-c2ccccc2)cs1 | 1 | -12[20 µM] | 10 | 4 | 14 | 8 | 4 | 0.0 | -2.3
O=C(Nc1ccncc1)C1CCC(CNS(=O)(=O)c2cccc3nsnc23)CC1 (stereo not drawn) | 7 | -10 | 4 | -3 | 2 | 0 | -4 | -0.7 | 0.27
COc1ccc(-c2cc(-c3ccc(OC)cc3)c(C#N)c(SC)n2)cc1 | -6 | -13[20 µM] | 8 | -2 | 15 | -2 | 1 | -0.8 | 0.028
CCOC(=O)C1=C(C)OC(N)=C(C#N)C1c1cccc(C)c1 (stereo not drawn) | 4 | -23 | -4 | -2 | 3 | 0 | -14 | -0.2 | -0.83
COc1ccc2c(c1OC)C(=O)OC2Nc1ccc(S(=O)(=O)N=C(N)N)cc1 (stereo not drawn) | 8 | -27 | 0 | -4 | 4 | 3 | -1 | 1.3 | 0.23
CC(=O)Nc1nonc1-c1nc2ccccc2n1Cc1ccccn1 | 3 | -14 | -7 | 0 | 4 | 10 | -7 | 0.1 | .
Cc1cc(C)nc(N(C#N)C(C)C(=O)N(C)C)n1 (stereo not drawn) | -4 | -16 | 18 | 2 | 23 | -11 | -4 | 0.3 | 0.75
C=CCc1ccccc1OCCCCN1CCCC1 | 4 | -22 | 20 | 3 | 30 | -14 | 0 | -0.1 | 0.33
Cc1cc(NC(=O)c2cc(C3CC3)on2)n(-c2ccccc2)n1 | -2 | -12 | 2 | -1 | 15 | -3 | -3 | 0.5 | 0.48
Cc1ccc2oc(=O)n(CCCOc3ccccc3)c2c1 | 4 | 9 | 1 | -2 | 7 | -22 | -8 | 0.6 | .
COc1ccccc1NS(=O)(=O)c1cccc(NC(=O)c2ccc3ccccc3n2)c1 | -4 | -7 | 17 | 1 | 32 | -3 | -9 | -0.2 | 0.61
CCC1S/C(=N/N=C/c2ccco2)N(Cc2ccccc2)C1=O (stereo not drawn) | 7 | -5 | 3 | -2 | 4 | 5 | -1 | -0.2 | 0.031
CC1CN(C(=O)c2ccc(COc3ccc4ccccc4c3)o2)CC(C)O1 (stereo not drawn) | -2 | -16 | 0 | -1 | 7 | -5 | 0 | -0.1 | -0.29
CC(=O)Nc1ccc(S(=O)(=O)NCc2ccc(C(=O)NCc3ccc4c(c3)OCO4)cc2)cc1 | 0 | -24 | 18 | 1 | 23 | 1 | 0 | 0.4 | 0.58
SMILES | p97 inhibitor | Furin inhibitor | FXIa inh 1536 | Wee1 degr inh | FXIIa inh 1536 | KLK5 inh | thrombin 1536 | PERK inh | KCC2 mod
COc1ccccc1/C=N/NC(=O)c1ccc(=O)n(C)c1 | -3 | -18 | 19 | -1 | 12 | -9 | 0 | 1.3 | -0.68
Cn1cc(CN2C[C@]3(C)C[C@H]2CC(C)(C)C3)c(-c2ccc3c(c2)OCCO3)n1 | 4 | -30 | 1 | -1 | 13 | . | -2 | 1.4 | -0.055
CCOC(=O)/C(C#N)=C/c1ccc(OCC(=O)Nc2ccc(C)c(C)c2)c(OC)c1 | 2 | -10 | 6 | -3 | 4 | -21 | 0 | 0.8 | -0.028
Cc1cc(OCC(=O)Nc2ccc(N3CCCC3)cc2)cc(C)c1Cl | 7 | -5[20 µM] | -7 | -2 | 6 | -4 | -6 | 0.7 | 0.056
CCOC(=O)c1c(C)[nH]c(C)c1C(=O)CSc1nc2ccccc2[nH]1 | 4 | -11 | 19 | 0 | 27 | -4 | -6 | 0.9 | 0.89
CCOC(=O)/C(=C/c1ccc(OC(=O)c2ccccc2)cc1)C(C)=O | 4 | -10 | -2 | -1 | 4 | -9 | -16 | 0.3 | -0.021
CCOC(=O)N1CCN(C(=O)CN(c2ccc(OCC)cc2)S(C)(=O)=O)CC1 | 2 | -15[20 µM] | -9 | 0 | -3 | 6 | 0 | -0.1 | .
O=C(O)c1ccc(CSCc2ccccc2F)o1 | 3 | -15[20 µM] | -3 | -1 | 8 | 2 | -5 | -0.2 | 0.26
O=c1oc2ccccc2c(Nc2cc3ccccc3cc2O)c1[N+](=O)[O-] | 8 | -13 | 0 | 2 | 5 | -2 | -6 | 0.5 | -4.3*
O=C(CSc1ncccn1)N1CCN(C(c2ccccc2)c2ccccc2)CC1 | -4 | -3[20 µM] | -7 | -2 | 12 | -19 | 4 | -1.3 | -0.99
COC(=O)CCC(=O)N1CCCC(CO)(Cc2ccccc2)C1 (stereo not drawn) | 2 | -29 | 1 | 3 | 5 | -4 | -15 | 0.9 | 0.67
Cc1ccc2nc(SC(C(=O)Nc3ccc(F)cc3)c3ccccc3)[nH]c2c1 (stereo not drawn) | -3 | -18 | -1 | 0 | 3 | -14 | -10 | -1.2 | 0.71
